# MOR-DOR ag – agonists of human mu-delta opioid receptor heterodimerization; cells, OPRM1-OPRD1 heterodimerization, luminescence; activation, % at 9.3 µM; 0.3% of 340,000 active; AID 504326; in the data active = activation above about 18%;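 also: 0% = vehicle-treated cells and 100% = reference agonist; values of inactives mirror those of a sister screen read the other way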
# Target sequence (P35372 whole entry, looked up): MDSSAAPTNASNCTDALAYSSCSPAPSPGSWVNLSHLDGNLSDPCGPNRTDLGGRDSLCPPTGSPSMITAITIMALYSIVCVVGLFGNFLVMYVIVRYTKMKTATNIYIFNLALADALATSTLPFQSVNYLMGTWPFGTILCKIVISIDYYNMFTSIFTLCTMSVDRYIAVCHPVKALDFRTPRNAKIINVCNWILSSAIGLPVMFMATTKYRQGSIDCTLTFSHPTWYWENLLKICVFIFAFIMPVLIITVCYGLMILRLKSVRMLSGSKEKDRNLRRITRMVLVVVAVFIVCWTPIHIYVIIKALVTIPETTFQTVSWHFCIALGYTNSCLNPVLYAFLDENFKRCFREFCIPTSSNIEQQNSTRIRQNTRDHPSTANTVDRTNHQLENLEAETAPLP
# Target sequence (P41143 whole entry, looked up): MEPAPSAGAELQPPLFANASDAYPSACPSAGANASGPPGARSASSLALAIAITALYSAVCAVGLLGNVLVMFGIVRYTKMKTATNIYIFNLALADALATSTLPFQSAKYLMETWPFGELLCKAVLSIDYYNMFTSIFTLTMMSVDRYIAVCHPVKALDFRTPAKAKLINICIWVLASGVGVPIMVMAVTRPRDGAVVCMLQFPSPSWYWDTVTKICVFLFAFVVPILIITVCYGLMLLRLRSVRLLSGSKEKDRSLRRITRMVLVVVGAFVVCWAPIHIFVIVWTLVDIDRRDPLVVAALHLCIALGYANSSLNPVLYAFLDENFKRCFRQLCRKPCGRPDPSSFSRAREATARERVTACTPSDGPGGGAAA
# HTR5A ag ctr – activates human HTR5A in OPRM1-OPRD1 agonist counter-screen; P47898; AID 504692; activation, % at 9.3 µM; 0.61% of 340,000 active; HTR5A agonist assay, luminescence, cell-based; in the data active = activation mostly above about 9.5%, no sharp cut-off; inactive = mostly below about 7.6%;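 also: 0% = cells with vehicle only and 100% = reference agonist; strong numbers were not always called active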
# E coli growth – reduces bacterial viability in AddAB counter-screen | E. coli V3065 growth, OD600 absorbance, 18 h | inhibition, % at 11.9 µM | 0.27% of 330,000 active | AID 449728;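 active = inhibition above the campaign's mean inhibition across all tested compounds plus 3 SD, cut at about 9.9% in these data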;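 also: uninfected addAB+ strain grown without phage in ampicillin broth; 0% = DMSO wells and 100% = ciprofloxacin 0.95 µg/ml wells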
# HTR5A inv ag – inverse agonist of human HTR5A in OPRM1-OPRD1 counter-screen; inhibition, % at 9.3 µM; HTR5A cell line, luminescence, inverse agonism; 0.083% of 340,000 active; AID 504634; P47898; in the data active = inhibition mostly above about 23%, no sharp cut-off; inactive = mostly below about 18%;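 also: 0% = cells with DMSO and 100% = no-cell wells with DMSO; some compounds called inactive have numbers as strong as hits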
# MOR-DOR inv ag – mu-delta opioid heterodimer inverse agonism; P35372+P41143; cell-based MOR-DOR heterodimer luminescence; inhibition, % at 9.3 µM; 0.21% of 340,000 active; in the data active = inhibition above about 22%, passing the limit was not always enough;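 also: 0% = cells with DMSO and 100% = wells without cells with DMSO; values of inactives mirror those of a sister screen read the other way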
# phage Ecoli inh – E. coli growth loss with phage present | growth absorbance | inhibition, % at 11.9 µM | 0.26% of 360,000 active | AID 651602; in the data active = inhibition above about 11%
# AddAB inh – less growth of phage-infected E. coli with AddAB; E. coli expressing H. pylori AddAB, absorbance growth; inhibition, % at 11.9 µM; 0.29% of 330,000 active; AID 435030; in the data active = inhibition above about 12%;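 also: 0% = vehicle wells of infected cells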
# DSG3 Ab inh – human desmoglein-3 autoantibody binding inhibition. P32926. binding (percent of control), % at 10 µM. DSG3-coupled beads, scFv-anti-DSG3-GFP binding, flow cytometry; active compounds read low. 0.48% of 310,000 active;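 active = binding more than 3 SD below its plate's average and above zero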;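 also: hits lower antibody fragment binding to DSG3; some compounds called inactive have numbers as strong as hits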
# PKA-R1A activ – PKA-R1A complex activation. 0.083% of 340,000 active. P00514+P68181. activation, % at 11.4 µM. PKA-R1A dissociation, Cy5-IP20 fluorescence polarization; scaled: DMSO 0%, 113 µM cGMP 100%. AID 504707;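 active = percent activation above the mean of all tested compounds plus 3 SD, cut at about 19% in these data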;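 also: higher means more PKAc released from R1A so a rise in polarization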
# PfHsp90 yeast 2 – growth inhibition of yeast expressing Plasmodium Hsp90 | AID 504621 | 0.32% of 310,000 active | inhibition, % at 9.4 µM | S. cerevisiae expressing PfHsp90, BacTiter-Glo ATP, 48 h; yeast lacking PDR1 and PDR3 efflux regulators;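 active = every replicate shows inhibition above about 80%, whatever the replicate mean, limit read from the data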;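 also: 0% = DMSO neutral controls and 100% = 20 µM radicicol positive controls; yeast relying on Plasmodium falciparum Hsp90 in place of its own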
# Mot1-301 SUMO – blocks SUMOylation pathway, rescuing yeast Mot1-301 growth | S. cerevisiae Mot1-301 growth rescue, ATP luminescence, 38.5C; percent above DMSO median, 100 means doubled | growth rescue, % at 18.8 µM | 1% of 320,000 active;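 active = every valid replicate shows activation above 250% relative to neutral control wells; inactive = the rest, any valid replicate at or below 250%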;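 also: OY570 slx delta 5 strain wells were the positive control but not used for scaling; some compounds called inactive have numbers as strong as hits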
# Starred values were filed as active, the others as inactive; . = not tested or not shown. Compounds as they come (roughly 3.2% active in at least one column).
cpd	mol	MOR-DOR ag	HTR5A ag ctr	E coli growth	HTR5A inv ag	MOR-DOR inv ag	phage Ecoli inh	AddAB inh	DSG3 Ab inh	PKA-R1A activ	PfHsp90 yeast 2	Mot1-301 SUMO
1	Cc1ccc(Cc2cnc(NC(=O)/C(C#N)=C/c3ccc(-c4cccc([N+](=O)[O-])c4)o3)s2)cc1	-2.1	0	2.6	-16	12	1.6	1.6	88	-3	6	5
2	COc1ccc(C2=NN(C(=O)CCC(=O)O)C(c3ccc(OC)cc3)C2)cc1 (stereo not given)	-3.4	1	-2.8	-2	16	1.3	5.2	99	-2	1	11
3	CCCn1nnc(NC(=O)/C=C/c2ccco2)n1	-3.2	2	0.8	-9	16	1.1	0.3	112	7	-12	-7
4	O=C(Cc1ccc([N+](=O)[O-])cc1)c1c(O)cc(O)cc1O	-4.7	1	-1.8	11	24	5.5	1.4	93	-2	5	15
5	N/C(CN1CCCC1=O)=N\OC(=O)c1ccc(Cl)cc1	1.1	-2	-0.1	9	-7	2.8	1.0	99	2	-50	-7
6	CCN(CC)CCNC(=O)c1ccc(Sc2ccc(Cl)cc2)c(NC(C)=O)c1	-0.9	4	-0.8	-10	5	0.4	-0.5	99	-3	-25	5
7	Cn1nc(C(=O)OCc2ccccc2F)c2ccccc2c1=O	-1.4	-1	0.8	3	6	0.3	2.3	113	9	.	-6
8	Cn1nc(C(=O)Nc2cccc(S(N)(=O)=O)c2)c2ccccc2c1=O	0.6	-2	2.6	5	-3	1.3	2.8	98	2	11	-3
9	NNC(=O)CNC(c1ccccc1)c1cc(Br)ccc1NC(=O)c1ccc(Br)cc1 (stereo not given)	-3.4	4	2.4	2	17	2.8	4.9	81	-11	16	120
10	CSc1cccc(NC(=O)C2CCCN(S(=O)(=O)c3cnc[nH]3)C2)c1 (stereo not given)	-1.9	6	.	-17	10	4.4	.	107	5	-10	.
11	Clc1ccc(C2CC(c3cccs3)n3ncnc3N2)cc1Cl (stereo not given)	-0.7	2	-0.7	-5	3	1.4	3.0	110	1	-5	-9
12	CCC(C)NCCOCCSc1ccc(Cl)cc1 (stereo not given)	-3.6	4	1.6	-10	16	3.0	0.4	102	3	-6	6
13	COc1ccc(N2CCN(C(=O)CCNC(=O)Cn3ccc4ccccc4c3=O)CC2)cc1	-3.1	1	0.5	-3	16	-0.4	0.5	102	2	11	19
14	CC(C)(C)C1CCC(=O)N(CCC#N)CC1 (stereo not given)	-0.4	4	-1.1	13	2	1.1	-1.6	96	2	.	-17
15	COc1cccc(NC(=O)CCN2C(=O)c3ccccc3S2(=O)=O)c1	-2.5	2	-2.2	-14	13	2.7	0.9	97	-4	.	8
16	COc1cccc(OC)c1C(=O)NC(=S)NNC(=O)[C@H]1C[C@@H]1c1ccccc1	-2.7	-3	-3.3	11	14	-0.1	-4.0	97	2	18	-9
17	O=C1CCC[C@@H]2Cc3nc4ccc(O)cc4cc3[C@@H]3CCN1[C@H]23	0.5	2	.	19	-3	-0.2	.	100	1	-8	.
18	O=C(NC1CCCCC1)NC1CC2CCC(C1)N2C(=S)NCc1ccco1 (stereo not given)	-0.1	8	-0.6	-1	1	2.4	-0.6	100	-3	8	-4
19	CCOc1ccccc1N1CCN(C(=O)c2cc3c(C)cc(C)cc3[nH]2)CC1	2.1	-1	-4.1	3	-11	0.9	2.5	96	-10	-7	3
20	COc1ccc(NC(=O)CN2CCC3(O)CCCCC3C2c2cc(OC)ccc2OC)cc1 (stereo not given)	-2.6	3	2.8	-10	14	2.7	-1.0	108	-5	-11	165
21	CCOC(=O)c1c(N)c(C#N)c2n1CCCC2	-1.6	-1	-2.8	2	8	1.0	2.2	85	-7	3	2
22	Cn1c(COc2ccc([N+](=O)[O-])cc2)nnc1SCC(N)=O	-2.9	0	-1.6	-1	14	2.3	0.5	117	-3	20	2
23	O=C(CN(C(=O)c1csnn1)c1ccc(F)c(Cl)c1)NC1CCCC1	-1.4	3	-0.3	14	10	1.6	2.2	117	0	-38	4
24	Cc1cccc(NC(=S)N2CCC(NC(=O)c3ccco3)CC2)c1	-1.6	0	1.1	1	9	0.9	6.8	94	3	3	0
25	COCc1c(C(=O)N2CCN(Cc3ccc4c(c3)OCO4)CC2)oc2ccccc12	0.5	3	-0.9	-9	-2	4.1	-0.1	.	5	-10	1
26	O=C1C2C3c4ccccc4C(c4ccccc43)[C@@H]2C(=O)N1c1nc(-c2ccccc2)cs1 (stereo not given in full)	1.9	3	-0.1	-14	-10	3.8	0.5	120	-7	-20	-12
27	CCn1c(SC(C)C)nnc1C1CCN(S(=O)(=O)c2ccc(OC)cc2)CC1	1.0	5	-1.6	8	-5	1.4	2.0	.	18	67	.
28	O=C([C@H](Cc1ccccc1)N1C(=O)c2ccccc2C1=O)N1CCOCC1	0.3	-1	-1.8	4	-2	1.5	-0.5	.	-1	-15	-3
29	O=C(Nc1cccc(C(F)(F)F)c1)c1cc2ncc(Br)cn2n1	-1.9	-1	0.8	9	11	3.0	1.1	94	-2	.	0
30	CCOc1cc(C(=O)N2CCN(c3ccccn3)CC2)cc(OCC)c1OCC	-2.5	-2	0.3	3	14	-1.8	0.9	107	0	-2	151

# Profiles from above.
# CCC(C)NCCOCCSc1ccc(Cl)cc1 (stereo not given) in the list: MOR-DOR ag = -3.6; HTR5A ag ctr = 4; E coli growth = 1.6; HTR5A inv ag = -10; MOR-DOR inv ag = 16; phage Ecoli inh = 3.0; AddAB inh = 0.4; DSG3 Ab inh = 102; PKA-R1A activ = 3; PfHsp90 yeast 2 = -6; Mot1-301 SUMO = 6
# Cn1nc(C(=O)OCc2ccccc2F)c2ccccc2c1=O in the list: MOR-DOR ag = -1.4; HTR5A ag ctr = -1; E coli growth = 0.8; HTR5A inv ag = 3; MOR-DOR inv ag = 6; phage Ecoli inh = 0.3; AddAB inh = 2.3; DSG3 Ab inh = 113; PKA-R1A activ = 9; PfHsp90 yeast 2 = .; Mot1-301 SUMO = -6

# Next part:
cpd	mol	MOR-DOR ag	HTR5A ag ctr	E coli growth	HTR5A inv ag	MOR-DOR inv ag	phage Ecoli inh	AddAB inh	DSG3 Ab inh	PKA-R1A activ	PfHsp90 yeast 2	Mot1-301 SUMO
31	CC(C)(C)c1ccc(OCCCN2CCCC2)cc1	-3.1	1	0.0	-5	15	-2.2	4.8	127	4	-11	61
32	COc1ccc(NS(=O)(=O)c2csc(C(=O)N3CCCC3)c2)cc1	-1.8	9	-1.7	-9	10	0.8	-1.6	.	5	-11	4
33	Cc1cc(NC(=O)Nc2ccccc2Cl)no1	-1.2	2	0.1	-7	6	2.8	-1.1	103	1	6	-14
34	CN(CC(=O)NCC1COc2ccccc2O1)S(=O)(=O)c1ccc(Cl)cc1 (stereo not given)	0.0	-1	-0.7	3	0	-1.2	-1.8	122	1	-2	33
35	O=c1/c(=C/c2ccccn2)sc2n1CN(c1ccccc1)CN=2	-1.2	-1	-1.4	-18	7	0.6	0.1	67	-8	11	5
36	Cc1ccc(C)c(Cn2nnc3c(=O)[nH]c(C4CCCN(S(=O)(=O)Cc5ccccc5)C4)nc32)c1 (stereo not given)	0.4	-1	1.9	-28	-3	1.4	4.2	100	8	5	7
37	CC(=O)c1c(C)nn(C(=O)N2CCOCC2)c1C	-2.9	-4	0.8	-9	17	1.7	-2.2	100	-15	7	267
38	O=C1COC(c2ccccc2)C2CCCCN12 (stereo not given)	-3.3	2	0.8	19	18	4.7	-0.3	85	-2	-22	-11
39	COc1ccc(/C=C/C(=O)c2cc3c(cc2N)OCO3)cc1	-0.6	-4	0.3	-5	3	4.2	-1.7	104	-1	-46	.
40	Cc1ccccc1-n1c(=O)cc(NCc2ccc3c(c2)OCO3)[nH]c1=O	-2.5	-1	-2.8	6	13	2.6	-0.3	101	1	8	9

# Molecules listed so far that have a halogen:
cpd	mol	MOR-DOR ag	HTR5A ag ctr	E coli growth	HTR5A inv ag	MOR-DOR inv ag	phage Ecoli inh	AddAB inh	DSG3 Ab inh	PKA-R1A activ	PfHsp90 yeast 2	Mot1-301 SUMO
5	N/C(CN1CCCC1=O)=N\OC(=O)c1ccc(Cl)cc1	1.1	-2	-0.1	9	-7	2.8	1.0	99	2	-50	-7
6	CCN(CC)CCNC(=O)c1ccc(Sc2ccc(Cl)cc2)c(NC(C)=O)c1	-0.9	4	-0.8	-10	5	0.4	-0.5	99	-3	-25	5
7	Cn1nc(C(=O)OCc2ccccc2F)c2ccccc2c1=O	-1.4	-1	0.8	3	6	0.3	2.3	113	9	.	-6
9	NNC(=O)CNC(c1ccccc1)c1cc(Br)ccc1NC(=O)c1ccc(Br)cc1 (stereo not given)	-3.4	4	2.4	2	17	2.8	4.9	81	-11	16	120
11	Clc1ccc(C2CC(c3cccs3)n3ncnc3N2)cc1Cl (stereo not given)	-0.7	2	-0.7	-5	3	1.4	3.0	110	1	-5	-9
12	CCC(C)NCCOCCSc1ccc(Cl)cc1 (stereo not given)	-3.6	4	1.6	-10	16	3.0	0.4	102	3	-6	6
23	O=C(CN(C(=O)c1csnn1)c1ccc(F)c(Cl)c1)NC1CCCC1	-1.4	3	-0.3	14	10	1.6	2.2	117	0	-38	4
29	O=C(Nc1cccc(C(F)(F)F)c1)c1cc2ncc(Br)cn2n1	-1.9	-1	0.8	9	11	3.0	1.1	94	-2	.	0
33	Cc1cc(NC(=O)Nc2ccccc2Cl)no1	-1.2	2	0.1	-7	6	2.8	-1.1	103	1	6	-14
34	CN(CC(=O)NCC1COc2ccccc2O1)S(=O)(=O)c1ccc(Cl)cc1 (stereo not given)	0.0	-1	-0.7	3	0	-1.2	-1.8	122	1	-2	33

# Bioassay records (PubChem BioAssay)
